HTR2A ag = activates the mouse 5-HT2A serotonin receptor | P35363 | CHO-K1 mHTR2A beta-arrestin complementation, luminescence; percent of 30 µM serotonin response | activation, % at 7.6 µM | actives 0.66% (n = 360,000) | AID 624169;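 active = activation above a run cutoff, the mean activation of all tested compounds plus 3 SD, cut at about 14% in these data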;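 also: 0% = plate median of compound wells and 100% = 30 µM serotonin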
Target sequence (P35363 whole entry, looked up): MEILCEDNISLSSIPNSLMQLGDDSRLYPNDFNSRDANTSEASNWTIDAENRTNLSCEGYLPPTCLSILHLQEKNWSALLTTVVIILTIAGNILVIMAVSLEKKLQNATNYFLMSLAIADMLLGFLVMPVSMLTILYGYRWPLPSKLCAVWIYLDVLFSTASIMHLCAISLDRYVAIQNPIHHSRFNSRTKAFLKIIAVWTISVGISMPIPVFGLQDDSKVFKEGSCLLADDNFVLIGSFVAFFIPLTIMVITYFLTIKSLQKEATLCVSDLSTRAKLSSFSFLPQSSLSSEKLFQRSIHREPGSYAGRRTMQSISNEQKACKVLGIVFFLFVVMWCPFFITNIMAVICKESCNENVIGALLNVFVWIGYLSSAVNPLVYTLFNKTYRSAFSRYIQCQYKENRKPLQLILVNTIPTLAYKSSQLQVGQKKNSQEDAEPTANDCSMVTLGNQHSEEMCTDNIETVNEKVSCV
NCOA2 inhibitor = human SRC2 (NCOA2) inhibition | Q15596 | HEK293 GAL4-SRC2 luciferase reporter, luminescence | inhibition, % at 9 µM | actives 0.17% (n = 370,000) | AID 651957;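 active = inhibition above the mean inhibition of all tested compounds plus 3 SD, set per campaign, cut at about 52% in these data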;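 also: 0% = DMSO treated cells and 100% = cells given Gossypol at 36 µM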
Glyco luc inh = N-linked glycosylation inhibition. D54 ERlucT glycosylation luciferase reporter, 24 h; percent of 100 nM tunicamycin response. reporter increase, % at 12.5 µM. AID 588692. actives 0.23% (n = 360,000);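 active = mean luciferase reporter signal, scaled so untreated is 0 and the glycosylation-blocking control 100, at or above a set limit in every replicate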;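 also: luciferase carries N-glycosylation sites so blocking glycosylation raises the light; 0% = median of neutral control wells and 100% = median of 100 nM tunicamycin wells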
ABCB6 inh MLPCN = blocks the human ABCB6 transporter | Q9NP58 | K562-ABCB6 porphyrin accumulation, flow cytometry, 1 h; active compounds read low | fluorescence ratio to DMSO, % at 10 µM | actives 0.19% (n = 360,000) | AID 602162;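 active = fluorescence ratio to DMSO below 75%, the collection mean minus 3 SD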;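 also: signal is porphyrin accumulated inside mitochondria; 100% equals median channel fluorescence of DMSO control wells; lower ratio means ABCB6 inhibition with less porphyrin fluorescence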
Cardio protect = protects H9c2 cardiomyocytes from peroxide injury; H2O2 injury protection, ATPLite, 2 h; protection from H2O2 cell death, % at 20 µM; actives 0.63% (n = 360,000);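 active = compounds giving at least 50% protection of heart cells from peroxide-induced death in the single-dose screen, raw or plate-pattern-corrected value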;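 also: 0% = DMSO wells with peroxide and 100% = DMSO wells without peroxide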
NOD2-RIPK2 inh = inhibitors of human NOD2-RIPK2 interaction | O43353 | CHO BLA complementation NOD2-RIPK2, CCF4 ratio | inhibition, % at 4.98 µM | actives 0.38% (n = 360,000); in the data active = inhibition above about 21%;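 also: 0% = vehicle only and 100% = reference blocker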
TLR9-MyD88 block = inhibitors of human TLR9-MyD88 binding. Q9NR96+Q99836. CHO BLA complementation TLR9-MyD88, CCF4 FRET ratio. AID 504734. inhibition, % at 4.98 µM. actives 0.21% (n = 340,000);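 active = inhibition above the mean over all tested compounds plus 3 SD, cut at about 21% in these data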;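 also: 0% = DMSO only wells and 100% = clavulanate BLA inhibitor control wells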
MC4R antag cAMP = human MC4R antagonism in cAMP assay. inhibition, % at 6.5 µM. AID 540295. P32245. actives 0.48% (n = 360,000). MC4R-expressing cells, MTII-stimulated cAMP, LANCE TR-FRET;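 active = inhibition above its plate's cutoff, the mean of tested wells on that plate plus 3 SD, cut at about 29% in these data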;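 also: 0% = Melanotan II alone and 100% = Melanotan II plus saturating MCL0020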
Target sequence (P32245 whole entry, looked up): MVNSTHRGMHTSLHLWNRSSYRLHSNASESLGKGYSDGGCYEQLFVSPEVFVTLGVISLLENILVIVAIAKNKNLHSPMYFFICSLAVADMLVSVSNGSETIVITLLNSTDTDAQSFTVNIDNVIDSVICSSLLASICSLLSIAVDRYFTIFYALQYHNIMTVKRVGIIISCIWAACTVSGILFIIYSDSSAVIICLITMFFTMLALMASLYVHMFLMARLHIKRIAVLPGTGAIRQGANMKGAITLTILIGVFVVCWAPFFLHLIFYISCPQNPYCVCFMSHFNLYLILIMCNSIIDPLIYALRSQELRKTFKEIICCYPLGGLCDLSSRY
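System: U2OS cells stably expressing human melanocortin 4 receptor (MC4R). Reagent: Melanotan II challenge after compound preincubation. Doses: 6.5 µM. Times: 30-min compound, 1-h challenge, 1-h detection, room temperature. Measured by: TR-FRET with Eu-cAMP and labeled anti-cAMP, 671 nm. Replicates: singlicate.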
MC4R ag barr = human MC4R agonism via beta-arrestin | U2OS MC4R beta-arrestin complementation, luminescence; percent of melanotan II response, DMSO zero | activation, % at 8.9 µM | actives 0.98% (n = 360,000) | AID 540308;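 active = activation above a per-plate cutoff, the mean activation of sample wells on that plate plus 3 SD, cut at about 8% in these data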
ABHD5 PLIN5 PPI = ABHD5-PLIN5 protein interaction inhibition; inhibition, % at 4 µM; AID 602281; Split G. princeps luciferase complementation, luminescence, 4 h; actives 0.78% (n = 360,000); Q00G26+Q8WTS1;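 active = inhibition above the mean inhibition across every tested compound plus 3 SD, cut at about 22% in these data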;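 also: 0% = DMSO only wells and the 100% control is not disclosed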
Numbers without * were called inactive. A portion of the library; rates above refer to the full screens.

Screening Cc1ccccc1NC(=O)NC1(C(=O)N2CCC(C(N)=O)CC2)CCCCC1 returned HTR2A ag 3, NCOA2 inhibitor 2, Glyco luc inh 1, ABCB6 inh MLPCN 100, Cardio protect -2, NOD2-RIPK2 inh -7, TLR9-MyD88 block -9, MC4R antag cAMP -3, MC4R ag barr 1.1 and ABHD5 PLIN5 PPI 3.
c1cc2cc(CNc3nc(NCC4CC4)nc4ccsc34)ccc2o1 was read as HTR2A ag 0, NCOA2 inhibitor 16, Glyco luc inh 1, ABCB6 inh MLPCN 93, Cardio protect -8, NOD2-RIPK2 inh 0, MC4R antag cAMP -3, MC4R ag barr 0.1 and ABHD5 PLIN5 PPI 15.
`CCOC(=O)Cc1c[nH]c2ccc([N+](=O)[O-])cc12` gave HTR2A ag 0, NCOA2 inhibitor 3, Glyco luc inh -1, ABCB6 inh MLPCN 93, Cardio protect 4, NOD2-RIPK2 inh -11, TLR9-MyD88 block -8, MC4R antag cAMP 0, MC4R ag barr -0.7 and ABHD5 PLIN5 PPI -37.
Screening COc1ccc(CN2C(=O)c3ccccc3C2=O)cc1C(=O)O returned HTR2A ag -2, NCOA2 inhibitor 8, Glyco luc inh 1, ABCB6 inh MLPCN 101, Cardio protect 2, NOD2-RIPK2 inh -5, TLR9-MyD88 block -3, MC4R antag cAMP 30*, MC4R ag barr 0.7 and ABHD5 PLIN5 PPI -2.
`O=C(C1CCCCN1S(=O)(=O)c1ccccc1[N+](=O)[O-])N1CCCCC1` (centres undefined) gave HTR2A ag -1, NCOA2 inhibitor -6, Glyco luc inh 0, ABCB6 inh MLPCN 91, Cardio protect -3, NOD2-RIPK2 inh -1, TLR9-MyD88 block -3, MC4R antag cAMP 1, MC4R ag barr -2.3 and ABHD5 PLIN5 PPI -3.
`Nc1nonc1-n1nnc(C(=O)N/N=C/c2ccc(Br)cc2)c1CSC1=NCCS1` gave HTR2A ag -3, NCOA2 inhibitor 14, Glyco luc inh 2, ABCB6 inh MLPCN 101, Cardio protect -1, NOD2-RIPK2 inh -11, TLR9-MyD88 block -4, MC4R antag cAMP 8, MC4R ag barr -1.5 and ABHD5 PLIN5 PPI -2.
Cc1cccc(NC(=O)CN2C(=O)CSC2=O)c1 was read as HTR2A ag 0, NCOA2 inhibitor -20, Glyco luc inh 2, ABCB6 inh MLPCN 94, Cardio protect -9, NOD2-RIPK2 inh -8, TLR9-MyD88 block -12, MC4R antag cAMP -2, MC4R ag barr -2.5 and ABHD5 PLIN5 PPI -2.
For Cc1cccc(NC(=S)N2CCN(C(=O)C3CCCO3)CC2)c1 (centres undefined) the results were HTR2A ag 2, NCOA2 inhibitor -10, Glyco luc inh 2, ABCB6 inh MLPCN 95, Cardio protect -3, NOD2-RIPK2 inh -9, TLR9-MyD88 block -11, MC4R antag cAMP 9, MC4R ag barr -0.7 and ABHD5 PLIN5 PPI 2.
For CCC1=NN(C(=O)c2ccc(C)cc2)C(O)(c2ccc(Br)cc2)C1 (centres undefined) the results were HTR2A ag -4, NCOA2 inhibitor -50, Glyco luc inh 3, ABCB6 inh MLPCN 100, Cardio protect 14, NOD2-RIPK2 inh 2, TLR9-MyD88 block -4, MC4R antag cAMP 8, MC4R ag barr 0.3 and ABHD5 PLIN5 PPI 6.
Screening C#CC(CC)(CC)NC(=S)Nc1ccc(S(N)(=O)=O)cc1 returned HTR2A ag 1, NCOA2 inhibitor -8, Glyco luc inh 0, ABCB6 inh MLPCN 100, Cardio protect 0, NOD2-RIPK2 inh -13, TLR9-MyD88 block 0, MC4R antag cAMP 11, MC4R ag barr 0.0 and ABHD5 PLIN5 PPI 3.
`O=C(COc1cc(F)ccc1[N+](=O)[O-])Nc1cc(S(=O)(=O)N2CCCC2)ccc1Cl` gave HTR2A ag -5, NCOA2 inhibitor 18, Glyco luc inh -2, ABCB6 inh MLPCN 96, Cardio protect 2, NOD2-RIPK2 inh -4, TLR9-MyD88 block -5, MC4R antag cAMP 0, MC4R ag barr 4.8 and ABHD5 PLIN5 PPI 9.
Screening O=C(c1cc(COc2ccc(-n3cncn3)cc2)on1)N1CCCC1 returned HTR2A ag 0, NCOA2 inhibitor 6, Glyco luc inh 0, ABCB6 inh MLPCN 93, Cardio protect 0, NOD2-RIPK2 inh -10, TLR9-MyD88 block -3, MC4R antag cAMP -1, MC4R ag barr -0.7 and ABHD5 PLIN5 PPI -7.
`O=C(NCCc1nc(-c2ccccc2)no1)c1ccccc1` gave HTR2A ag 1, NCOA2 inhibitor 11, Glyco luc inh 3, ABCB6 inh MLPCN 98, Cardio protect 4, NOD2-RIPK2 inh -1, TLR9-MyD88 block -5, MC4R antag cAMP 5, MC4R ag barr -0.6 and ABHD5 PLIN5 PPI -5.
`COCCOCC(O)CN1CCN(c2ccccc2)CC1` (centres undefined) gave HTR2A ag 2, NCOA2 inhibitor -10, Glyco luc inh 1, ABCB6 inh MLPCN 100, Cardio protect -4, NOD2-RIPK2 inh -4, TLR9-MyD88 block 8, MC4R antag cAMP 20, MC4R ag barr 0.6 and ABHD5 PLIN5 PPI -2.
`COc1ccccc1CCNC(=O)C1CCC(=O)N(Cc2cccc(F)c2)C1` (centres undefined) gave HTR2A ag -2, NCOA2 inhibitor -36, Glyco luc inh 0, ABCB6 inh MLPCN 95, Cardio protect 0, NOD2-RIPK2 inh -21, TLR9-MyD88 block -2, MC4R antag cAMP 9, MC4R ag barr 4.5 and ABHD5 PLIN5 PPI -6.
For O=S(=O)(Nc1ccccc1N1CCOCC1)c1ccc(F)c(Cl)c1 the results were HTR2A ag 4, NCOA2 inhibitor 27, Glyco luc inh -1, ABCB6 inh MLPCN 101, Cardio protect -6, NOD2-RIPK2 inh -16, TLR9-MyD88 block 1, MC4R antag cAMP 0, MC4R ag barr -1.6 and ABHD5 PLIN5 PPI -3.
Screening O=c1c(Cc2ccc(Cl)cc2Cl)c(O)ccn1CC(F)(F)F returned HTR2A ag 6, NCOA2 inhibitor 7, Glyco luc inh -1, ABCB6 inh MLPCN 102, Cardio protect 0, NOD2-RIPK2 inh -9, TLR9-MyD88 block -1, MC4R antag cAMP 18, MC4R ag barr 1.3 and ABHD5 PLIN5 PPI -18.
Screening CC(C#N)On1c(SC(C)C#N)nc2ccccc2c1=O (centres undefined) returned HTR2A ag 2, NCOA2 inhibitor -47, Glyco luc inh 2, ABCB6 inh MLPCN 96, Cardio protect -2, NOD2-RIPK2 inh -5, TLR9-MyD88 block -7, MC4R antag cAMP 6, MC4R ag barr -1.9 and ABHD5 PLIN5 PPI 0.
For O=C(NCCc1ccccc1)c1ccc(Cl)c(S(=O)(=O)N2CCCC2)c1 the results were HTR2A ag 2, Glyco luc inh -5, ABCB6 inh MLPCN 106, Cardio protect -9, NOD2-RIPK2 inh 1, TLR9-MyD88 block -3, MC4R antag cAMP 2, MC4R ag barr -1.1 and ABHD5 PLIN5 PPI 2.
COc1cc(SC)ccc1C(=O)N1CCN(Cc2ccc3c(c2)OCO3)CC1 was read as HTR2A ag -5, NCOA2 inhibitor 32, Glyco luc inh -7, ABCB6 inh MLPCN 93, Cardio protect 1, NOD2-RIPK2 inh 5, TLR9-MyD88 block 0, MC4R antag cAMP 7, MC4R ag barr -1.3 and ABHD5 PLIN5 PPI 4.
For COc1ccc(NS(=O)(=O)c2cccc(C(=O)NCc3cccnc3)c2)cc1 the results were HTR2A ag -4, NCOA2 inhibitor -11, Glyco luc inh -1, ABCB6 inh MLPCN 91, Cardio protect -10, NOD2-RIPK2 inh -3, TLR9-MyD88 block 8, MC4R antag cAMP -6, MC4R ag barr -3.7 and ABHD5 PLIN5 PPI 3.
Screening Cn1c(=NC(=O)CSCC(=O)N2CCCC2)sc2ccccc21 returned HTR2A ag -2, NCOA2 inhibitor -11, Glyco luc inh -1, ABCB6 inh MLPCN 93, Cardio protect -5, NOD2-RIPK2 inh -14, TLR9-MyD88 block 7, MC4R antag cAMP -3, MC4R ag barr 2.3 and ABHD5 PLIN5 PPI 2.
For COc1cc(/C=C2\S/C(=N/S(=O)(=O)Cc3ccccc3)NC2=O)c([N+](=O)[O-])cc1OC the results were HTR2A ag -5, NCOA2 inhibitor 9, Glyco luc inh 2, ABCB6 inh MLPCN 96, Cardio protect 18, NOD2-RIPK2 inh 3, TLR9-MyD88 block 5, MC4R antag cAMP -9, MC4R ag barr -1.8 and ABHD5 PLIN5 PPI 4.
`C[C@H](CO)N1C[C@H](C)[C@@H](CN(C)C(=O)Nc2ccccc2F)OCc2cnnn2CCCC1=O` gave HTR2A ag 0, NCOA2 inhibitor 0, Glyco luc inh 0, ABCB6 inh MLPCN 98, Cardio protect 6, NOD2-RIPK2 inh 1, TLR9-MyD88 block 6, MC4R antag cAMP 9, MC4R ag barr -1.1 and ABHD5 PLIN5 PPI 7.

Entries shown so far that contain an aryl thioether with sulfur outside any ring (2):
Screening CC(C#N)On1c(SC(C)C#N)nc2ccccc2c1=O (centres undefined) returned HTR2A ag 2, NCOA2 inhibitor -47, Glyco luc inh 2, ABCB6 inh MLPCN 96, Cardio protect -2, NOD2-RIPK2 inh -5, TLR9-MyD88 block -7, MC4R antag cAMP 6, MC4R ag barr -1.9 and ABHD5 PLIN5 PPI 0.
COc1cc(SC)ccc1C(=O)N1CCN(Cc2ccc3c(c2)OCO3)CC1 was read as HTR2A ag -5, NCOA2 inhibitor 32, Glyco luc inh -7, ABCB6 inh MLPCN 93, Cardio protect 1, NOD2-RIPK2 inh 5, TLR9-MyD88 block 0, MC4R antag cAMP 7, MC4R ag barr -1.3 and ABHD5 PLIN5 PPI 4.

Next section:
For CCCCC1(O)CC(C(F)(F)F)=NN1C(=O)COc1ccccc1 (centres undefined) the results were HTR2A ag 7, NCOA2 inhibitor 25, Glyco luc inh -2, ABCB6 inh MLPCN 96, Cardio protect -13, NOD2-RIPK2 inh 3, TLR9-MyD88 block 3, MC4R antag cAMP 1, MC4R ag barr 2.0 and ABHD5 PLIN5 PPI -2.
Cc1ccccc1CSc1nnnn1-c1ccc(C(N)=O)cc1 was read as HTR2A ag 5, NCOA2 inhibitor -4, Glyco luc inh -1, ABCB6 inh MLPCN 98, Cardio protect -4, NOD2-RIPK2 inh 6, TLR9-MyD88 block 4, MC4R antag cAMP 2, MC4R ag barr -1.7 and ABHD5 PLIN5 PPI -4.
`CN(/N=C/c1cc(Br)cc(Br)c1O)c1cccc(C(F)(F)F)n1` gave HTR2A ag -5, NCOA2 inhibitor -1, Glyco luc inh -1, ABCB6 inh MLPCN 90, Cardio protect 9, NOD2-RIPK2 inh 0, TLR9-MyD88 block 5, MC4R antag cAMP -5, MC4R ag barr -4.7 and ABHD5 PLIN5 PPI -7.
CC(C)OC(=O)c1cccc(C(=O)O)n1 was read as HTR2A ag 10, NCOA2 inhibitor -3, Glyco luc inh 2, ABCB6 inh MLPCN 95, Cardio protect -3, NOD2-RIPK2 inh -13, TLR9-MyD88 block -3, MC4R antag cAMP 2, MC4R ag barr 1.0 and ABHD5 PLIN5 PPI 6.

Bioassay records as filed in PubChem.
